Bioassay records deposited in PubChem BioAssay by several laboratories.
PABP1 MLLE inh: inhibitors of microRNA-mediated deadenylation, human PABP1 MLLE binding | inhibition, % at 20 µM | actives 0.36% (n = 360,000) | AID 588489 | GST-MLLE / FITC-PAM2 fluorescence polarization; in the data active = inhibition above about 35%, passing the limit was not always enough;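 also: plate controls were DMSO wells with GST-MLLE for no effect and wells lacking GST-MLLE protein for full effect; some results filed as inactive read as strong as hits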
NadD block: NadD (S. aureus) enzyme inhibition; inhibition, % at 20 µM; purified NadD enzyme, colorimetric absorbance read-out; AID 602399; actives 0.78% (n = 360,000); in the data active = inhibition above about 26%; also: some compounds past the cut are filed as inactive
CSN deneddyl inh: CSN deneddylation inhibition; AID 651999; actives 0.38% (n = 360,000); inhibition, % at 12.5 µM; Purified CSN, SCF-Nedd8-OG deneddylation, fluorescence polarization;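 active = pattern-corrected inhibition above about 35%, with an unprinted fluorescence ratio check between 0.5 and 1.5, limit read from the data, passing the limit was not always enough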;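 also: 0% = enzyme with substrate and 100% = substrate without enzyme; some results filed as inactive read as strong as hits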
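Assay system: purified human Csn5 enzyme expressed in HEK293T cells; Input: 0.24 nM Csn5 enzyme, final concentration; Reagent: 10 nM SCFSkp2-Nedd8OG; Compound dosing: 12.5 µM single point; Times: reaction 90 min, room temperature; Technique: fluorescence polarization readout.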
LMPTP inh: blocks human LMPTP phosphatase | recombinant LMPTP-A, OMFP fluorogenic substrate, fluorescence intensity | inhibition, % at 20 µM | actives 0.22% (n = 360,000);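 active = compounds that cut the enzyme signal by at least half of the control window in the single-dose screen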;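 also: plate controls were DMSO wells with enzyme plus substrate for no effect and substrate without enzyme for full effect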
Target sequence (P24666 whole entry, looked up): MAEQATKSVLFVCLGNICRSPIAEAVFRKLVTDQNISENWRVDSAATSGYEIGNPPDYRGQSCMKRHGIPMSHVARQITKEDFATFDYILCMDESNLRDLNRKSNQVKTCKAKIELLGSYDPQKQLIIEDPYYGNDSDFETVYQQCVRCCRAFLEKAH
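test system = LMPTP-A | amount = 0.625 nM LMPTP-A final | reagent = fluorogenic phosphatase substrate OMFP at 400 µM final | incubation = 50 min at room temperature | benchmarks = no-enzyme low control, uninhibited high control | medium = Bis-Tris pH 6.0, DTT, detergent | signal = fluorescence intensity of OMFP turnover product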
Rpn11 block: blocks the human proteasome subunit Rpn11; O00487; human 26S proteasome, Ub4-pepOG fluorescence polarization; 20S core pre-blocked with epoxomicin; calls only at 20 µM; actives 0.59% (n = 360,000);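 active = inhibition at 20 µM, scaled to each plate's controls, above about 33%, limit read from the data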
Target sequence (O00487 whole entry, looked up): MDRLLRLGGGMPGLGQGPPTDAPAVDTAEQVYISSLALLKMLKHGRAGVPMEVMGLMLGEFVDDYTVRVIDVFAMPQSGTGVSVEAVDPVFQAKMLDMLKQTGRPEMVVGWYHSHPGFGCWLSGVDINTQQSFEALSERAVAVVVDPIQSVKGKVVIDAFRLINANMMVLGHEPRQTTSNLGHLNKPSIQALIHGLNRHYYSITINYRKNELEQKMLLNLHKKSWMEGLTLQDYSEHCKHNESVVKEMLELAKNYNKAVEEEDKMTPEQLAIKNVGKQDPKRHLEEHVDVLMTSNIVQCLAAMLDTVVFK
DNMT1 inh: DNMT1 (human) enzyme inhibition; P26358; DNMT1 molecular beacon, Hinp1I cleavage, fluorescence; inhibition (reported as % activation of signal), % at 10 µM; actives 0.83% (n = 360,000); AID 588458; in the data active = inhibition above about 50%
Tb MetRS inh: Trypanosoma brucei MetRS inhibition; actives 0.4% (n = 360,000); AID 624268; purified T. brucei MetRS, ATP depletion, Kinase-Glo luminescence; inhibition, % at 11.9 µM;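 active = inhibition above a per-plate cutoff of the control wells' mean inhibition plus 3 SD, cut at about 5.5% in these data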;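 also: 0% = DMSO wells median and 100% = median of wells with control inhibitor compound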
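Test system: purified T. brucei MetRS enzyme. Also added: ATP, methionine and E. coli bulk tRNA substrates. Compound: 11.9 µM single point. Schedule: 15 min enzyme-compound preincubation, 2 h reaction, 10 min detection, 25 °C. Signal: luciferase luminescence of residual ATP, Kinase-Glo. Evaluation: percent inhibition versus plate control medians. Controls: DMSO wells, low control.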
Scp1 inh: blocks human Scp-1 phosphatase activity | Q9GZU7 | actives 0.88% (n = 340,000) | Recombinant Scp1, phosphopeptide, malachite green phosphate absorbance | inhibition, % at 20 µM | AID 493091;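 active = inhibition above about 50% at 20 µM, limit read from the data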;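 also: plate controls were DMSO wells with enzyme for no effect and wells lacking enzyme for full effect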
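Test system: SCP-1 catalytic domain; Buffer or medium: Acidic Tris acetate buffer with magnesium and detergent; Also added: Phosphorylated 17-residue peptide substrate; Compound: single 20 µM dose, 1% DMSO; Schedule: enzyme reaction 45 min at room temperature, colour 5 min, stabilisation 30 min; Signal: Phosphate-binding colour reagent, absorbance read at 630 nm.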
SUMO1-SIM PPI: modulators of human SUMO1-mediated protein-protein interactions; inhibition, % at 20 µM; AID 602429; actives 0.33% (n = 360,000); SUMO1 binding to a labelled peptide, TR-FRET, 1 h; P63165; in the data active = inhibition above about 37%
STEP block: blocks human striatal-enriched tyrosine phosphatase. AID 588621. inhibition, % at 20 µM. recombinant STEP, OMFP fluorogenic substrate, fluorescence. actives 0.25% (n = 360,000). P54829;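 active = inhibition at 20 µM, scaled per plate between control wells, above about 37%, limit read from the data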;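 also: 0% = DMSO with enzyme and substrate and 100% = substrate only without enzyme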
Target sequence (P54829 whole entry, looked up): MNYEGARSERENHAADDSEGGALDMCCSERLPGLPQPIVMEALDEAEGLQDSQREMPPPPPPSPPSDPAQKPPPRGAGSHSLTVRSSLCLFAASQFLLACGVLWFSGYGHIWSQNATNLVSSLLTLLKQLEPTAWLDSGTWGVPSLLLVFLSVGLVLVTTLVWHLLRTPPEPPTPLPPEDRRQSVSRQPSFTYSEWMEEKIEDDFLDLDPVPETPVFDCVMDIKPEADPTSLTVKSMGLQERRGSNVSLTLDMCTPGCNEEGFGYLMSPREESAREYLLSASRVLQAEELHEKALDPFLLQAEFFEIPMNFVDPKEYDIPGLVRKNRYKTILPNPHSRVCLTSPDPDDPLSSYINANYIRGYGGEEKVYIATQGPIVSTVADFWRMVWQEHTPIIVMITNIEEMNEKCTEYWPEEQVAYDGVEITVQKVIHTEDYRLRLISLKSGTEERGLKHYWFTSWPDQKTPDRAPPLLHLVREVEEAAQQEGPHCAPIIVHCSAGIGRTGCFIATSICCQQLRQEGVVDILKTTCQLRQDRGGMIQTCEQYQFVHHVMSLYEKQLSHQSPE
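Also added – OMFP at 25 µM · Test system – STEP tyrosine phosphatase · Technique – FITC-channel fluorescence of OMFP product · Schedule – 20 min at room temperature, dark · Evaluation – control-normalized % inhibition with plate pattern correction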
* marks the source's active call; other numbers are inactive results; i = inactive; / = no result given.

SMILES	PABP1 MLLE inh	NadD block	CSN deneddyl inh	LMPTP inh	Rpn11 block	DNMT1 inh	Tb MetRS inh	Scp1 inh	SUMO1-SIM PPI	STEP block
C=CCN(CC=C)c1ncnc2[nH]ncc12	-11	-4	-1	-2.5	i	7	-0.2	-5	5	-3
Nc1ncnc(Nc2ccccc2Cl)n1	-2	-8	-5	-0.9	i	1	-0.4	1	0	3
COc1ccccc1/C=C/CN1CCCCC1	-9	-6	-3	-0.4	i	0	-0.4	-8	9	1
Cc1ccc(CNC(=O)C2(NC(=O)Nc3ccc(C)cc3)CCCCC2)cc1	-5	-3	0	-0.7	i	3	0.5	-5	4	-5
Cn1c(=O)oc2cc(S(=O)(=O)N3CCC(C(=O)N4CCN(c5ccccc5)CC4)CC3)ccc21	2	1	-1	-0.8	i	-1	0.5	-7	2	3
CCSc1ccccc1C(=O)Nc1cccc(OC)c1	8	-3	2	-0.7	i	-1	0.2	-10	2	-5
Cc1ccc(Cn2cc(C(=O)c3ccc(F)cc3)c(=O)c3cc4c(cc32)OCCO4)cc1	-9	16	-2	4.6	i	1	-1.9	3	-2	0
COCc1cc(=O)n2[nH]c(C)cc2n1	-4	-6	1	-1.3	i	0	-0.4	-8	4	-4
Cc1ccc([N+](=O)[O-])cc1NC(=O)C1CCN(S(C)(=O)=O)CC1	3	-3	1	-1.7	i	3	0.0	-1	-10	2
O=C(NC1CCCCC1)C(c1ccccc1)N(C(=O)c1csnn1)C1CCCC1 (stereo not drawn)	14	-1	-1	0.0	i	5	-0.1	-2	1	2
NC(=O)C1CCN(C(=O)c2ccc(Oc3ccccc3)cc2)CC1	1	-1	0	-0.9	i	2	0.3	-4	-3	1
O=C(O)C1=C[C@H](c2ccccc2)C[C@H](OCc2ccc(CO)cc2)O1	1	4	-1	-0.1	i	4	-0.2	0	-6	0
CCC1(CC)C(=O)C2=C3C1[C@H](C(=O)OC)CC(C(=O)OC)C[C@H]3n1c(=O)n(C)c(=O)n1[C@H]2C (stereo partly drawn)	5	-2	-6	-1.4	i	4	-0.4	-8	-1	-3
COc1cc(S(=O)(=O)N2CCOCC2)ccc1NC(=O)COc1ccc(N(C)S(=O)(=O)c2ccc(C)cc2)cc1	1	-1	0	2.2	i	-3	-0.5	-2	-1	5
CC1CN(C(=O)/C(C#N)=C2\N=C(NC(=O)c3ccc(F)cc3)c3ccccc32)CC(C)O1 (stereo not drawn)	0	-3	0	-1.1	i	-2	0.4	1	-26	1
Cc1cc(NS(=O)(=O)c2ccc(NC(=O)COc3ccc(Br)cc3)cc2)nc(C)n1	-1	1	5	-1.8	i	0	0.1	8	10	1
Cc1ccc(C(=O)CSc2nnc(-c3snnc3C)n2C2CC2)cc1	6	-5	1	-0.9	i	2	-0.4	-7	9	2
COC(=O)[C@]1(Cc2ccccc2)N[C@H](c2ccc(SC3CCCCC3)c(OC)c2)[C@@H]2C(=O)N(C)C(=O)[C@@H]21	3	1	-3	2.4	i	-8	-0.3	-3	-66	2
CCc1cccc(C)c1NC(=O)Cn1c(NCCO)nc2ccccc21	5	7	-4	2.4	i	-1	-1.4	-17	1	1
Cc1cc(Cl)ccc1Oc1nc(-c2ccccc2)ncc1S(C)(=O)=O	-20	-10	-2	-0.2	i	5	-1.2	11	0	-1
CCOc1cc(N2CCOCC2)c(OCC)cc1NC(=O)Cc1cn2ccsc2n1	0	2	-4	-0.7	i	0	0.4	1	0	4
Cc1cccc(C)c1N1CCN(S(=O)(=O)c2ccc(F)cc2)CC1	22	2	2	1.3	i	-6	-1.2	-10	-2	-3
N#Cc1c(N)nc2c3c(sc(=N)c2c1N)NC(=O)CC3c1ccccc1Cl (stereo not drawn)	14	9	4	-1.9	i	7	-0.1	2	-7	-3
Cc1ccc(NC(=O)Cn2cc(C=O)c3ccccc32)cc1C	-11	-4	-2	-0.6	i	-2	-1.2	5	4	-1
Cc1ccc(C)c(C(=O)CCC(=O)Nc2ccc(F)cc2)c1	-7	-9	2	-2.6	i	2	-1.5	0	2	1

(cont.)
SMILES	PABP1 MLLE inh	NadD block	CSN deneddyl inh	LMPTP inh	Rpn11 block	DNMT1 inh	Tb MetRS inh	Scp1 inh	SUMO1-SIM PPI	STEP block
CCOc1ccccc1OCC(=O)NNC(=S)NC1CCCCC1	-80	0	5	-0.8	i	6	0.0	-12	1	-1
CCN(CC(=O)Nc1ccc(NC(C)=O)cc1)CC(=O)Nc1cc(C)on1	-14	4	2	-0.8	i	9	-0.2	9	0	-2
COc1ccccc1CNC(=O)COc1ccc(S(=O)(=O)N2CCOCC2)cc1	-3	1	-6	0.7	i	1	-0.2	-5	1	0
CCO[C@H]1OC(C(=O)O)=C[C@@H](c2ccc(C(F)(F)F)cc2)[C@@H]1CCCO	0	-1	-2	-0.6	i	7	0.2	6	4	-2
COc1ccccc1CN1CCC(CNS(=O)(=O)c2cc(-c3onc(C)c3C)ccc2OC)CC1	-2	-4	0	0.9	i	-2	0.3	0	0	-3
COc1ccc(OC)c(CCNC(=O)Cn2nc(C)c3c(C)n(-c4ccccc4)nc3c2=O)c1	-1	-1	-1	-1.6	i	1	-1.0	4	12	0
CCOc1ccc(NC(=O)CN2C(=O)NC3(CCCCCC3)C2=O)cc1	0	-1	-1	-0.5	i	-1	-0.2	-5	2	-2
CCOC(=O)c1sc(NC(=O)C2=COCCO2)c(C#N)c1C	27	-2	0	2.3	i	1	-0.4	-3	0	6
COc1cc(/C=C2/C(=N)N3C=CSC3=NC2=O)ccc1OCCCOc1c(C)cccc1C	18	9	5	3.4	i	-9	-1.0	-4	2	6
Cc1ccc(C#N)c(SCc2cccc(Br)c2)n1	4	2	3	1.7	i	2	0.0	-19	12	0
CCOC(=O)c1c(C)[nH]c(C)c1C(=O)COC(=O)c1nn(CC)c(=O)c2ccccc12	3	-1	-8	-1.0	i	0	-0.1	/	-6	-1
COc1cc(/C=N/NC(=O)c2csc3c2CCCC3)ccc1OCCN1CCOCC1	6	-3	-4	-0.9	i	-2	0.0	-13	-23	-1
O=C(C1=C[C@H](c2ccccc2)C[C@H](OCCCCO)O1)N1CCOCC1	10	4	0	0.6	i	8	-0.4	-2	-17	-3
CC12CCC(C(=O)NCc3ccco3)(OC1=O)C2(C)C (stereo not drawn)	10	8	0	-1.4	i	3	1.2	1	-1	1
Cc1cn([C@H]2C[C@H](O)[C@@H](/C=C/C(=O)NCCc3ccc(S(N)(=O)=O)cc3)O2)c(=O)[nH]c1=O	-4	-3	-6	-0.8	i	2	-1.7	/	2	1
COc1ccc(CCN2C(=S)N(c3ccccc3)C(=O)C2CC(=O)O)cc1OC (stereo not drawn)	1	-1	2	-0.6	i	0	-0.2	-4	0	-2
COC(=O)c1ccc(/C=C(\C#N)C(=O)NC(C)c2ccccc2)cc1 (stereo not drawn)	11	-1	5	-2.6	i	1	0.2	-8	-6	3
Oc1c(Cl)cc(Cl)cc1C=Nc1ccc2c(c1)OCCO2	-46	13	1	1.4	i	-1	0.2	-11	-6	0
NS(=O)(=O)c1ccc(N/C=C\C(=O)c2ccncc2)cc1	8	-1	-9	2.8	i	-2	-0.4	3	-21	1
Cc1ccc(C)c(-c2cc(C(=O)NC3CC3)c3ccccc3n2)c1	-14	6	-4	-0.8	i	1	-0.5	-2	-1	0
O=C(c1ccc(CS(=O)Cc2ccc(Cl)cc2)o1)N1CCN(c2ccc(F)cc2)CC1 (stereo not drawn)	1	2	-4	-0.6	i	1	0.0	-8	-6	-2
CS(=O)(=O)N1Cc2cc(C(=O)NCC3CC3)nc(-c3cccc(-c4cccnc4)c3)c2[C@@H]1CCO	/	-3	0	-1.3	/	/	-0.8	/	4	/

An excerpt from the list above, for reference:
SMILES	PABP1 MLLE inh	NadD block	CSN deneddyl inh	LMPTP inh	Rpn11 block	DNMT1 inh	Tb MetRS inh	Scp1 inh	SUMO1-SIM PPI	STEP block
CCOc1ccccc1OCC(=O)NNC(=S)NC1CCCCC1	-80	0	5	-0.8	i	6	0.0	-12	1	-1
CCN(CC(=O)Nc1ccc(NC(C)=O)cc1)CC(=O)Nc1cc(C)on1	-14	4	2	-0.8	i	9	-0.2	9	0	-2
COc1ccccc1CNC(=O)COc1ccc(S(=O)(=O)N2CCOCC2)cc1	-3	1	-6	0.7	i	1	-0.2	-5	1	0
CCO[C@H]1OC(C(=O)O)=C[C@@H](c2ccc(C(F)(F)F)cc2)[C@@H]1CCCO	0	-1	-2	-0.6	i	7	0.2	6	4	-2
COc1ccccc1CN1CCC(CNS(=O)(=O)c2cc(-c3onc(C)c3C)ccc2OC)CC1	-2	-4	0	0.9	i	-2	0.3	0	0	-3
COc1ccc(OC)c(CCNC(=O)Cn2nc(C)c3c(C)n(-c4ccccc4)nc3c2=O)c1	-1	-1	-1	-1.6	i	1	-1.0	4	12	0
CCOc1ccc(NC(=O)CN2C(=O)NC3(CCCCCC3)C2=O)cc1	0	-1	-1	-0.5	i	-1	-0.2	-5	2	-2
CCOC(=O)c1sc(NC(=O)C2=COCCO2)c(C#N)c1C	27	-2	0	2.3	i	1	-0.4	-3	0	6
COc1cc(/C=C2/C(=N)N3C=CSC3=NC2=O)ccc1OCCCOc1c(C)cccc1C	18	9	5	3.4	i	-9	-1.0	-4	2	6
Cc1ccc(C#N)c(SCc2cccc(Br)c2)n1	4	2	3	1.7	i	2	0.0	-19	12	0
CCOC(=O)c1c(C)[nH]c(C)c1C(=O)COC(=O)c1nn(CC)c(=O)c2ccccc12	3	-1	-8	-1.0	i	0	-0.1	/	-6	-1
